LGR2 antag = inhibitors of bursicon-induced Drosophila LGR2 receptor cAMP signaling; HEK293 LGR2, CRE-luciferase, bursicon-stimulated, 4 h; inhibition, % at 9.99 µM; hit rate 0.35% among 380,000; AID 720647;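 active = drop in luminescence signal, shown as inhibition above about 50% in the replicate tests, limit read from the data, passing the limit was not always enough; inconclusive = probably only some replicates passing the limit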;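 also: agonist challenge used bursicon conditioned medium at about half maximal strength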
SIRT5 block = sirtuin-5 (human) deacylase inhibition; Purified SirT5, succinyl-peptide AMC, trypsin-coupled fluorescence; inhibition, % at 15 µM; hit rate 1.1% among 330,000; AID 652115; in the data active = inhibition above about 15%; inconclusive = no clear call, values can overlap the other calls
Target sequence (Q9NXA8 whole entry, looked up): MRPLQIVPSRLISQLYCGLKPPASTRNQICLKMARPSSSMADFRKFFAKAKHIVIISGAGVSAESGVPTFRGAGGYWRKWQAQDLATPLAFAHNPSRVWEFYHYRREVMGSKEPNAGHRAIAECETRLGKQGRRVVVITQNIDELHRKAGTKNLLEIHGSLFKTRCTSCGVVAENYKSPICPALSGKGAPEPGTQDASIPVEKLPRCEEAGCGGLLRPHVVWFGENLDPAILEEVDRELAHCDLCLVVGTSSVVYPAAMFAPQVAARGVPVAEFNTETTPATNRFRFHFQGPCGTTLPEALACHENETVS
Statin myotox sup = suppression of simvastatin myotoxicity; AID 602340; hit rate 0.78% among 330,000; rescue of ATP level, % at 7.49 µM; C2C12 myotubes + simvastatin, ATP luminescence, 48 h; scaled: DMSO 0, geranylgeraniol control 100;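 active = mean ATP rescue above about 67%, or every replicate alone reaching that limit, limit read from the data, passing the limit was not always enough; inconclusive = no clear call, values can overlap the other calls; inactive = mean under the limit and some replicate under it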;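 also: myotubes were challenged with 10 µM simvastatin during compound exposure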
S100A4 inh HTS = blocks human S100A4 binding to myosin IIA peptide. P26447. S100A4/TAMRA-MyoIIA peptide fluorescence polarization. hit rate 0.14% among 360,000. inhibition, % at 10.7 µM. AID 652163;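 active = mean inhibition of at least 70% across replicates, with every replicate also reaching that level; inconclusive = mean inhibition reaches 70% but some replicates fall short; inactive = mean inhibition below 70%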
Target sequence (P26447 whole entry, looked up): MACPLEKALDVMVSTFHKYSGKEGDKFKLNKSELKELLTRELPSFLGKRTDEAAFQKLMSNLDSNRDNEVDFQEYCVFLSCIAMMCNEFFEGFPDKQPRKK
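Material: S100A4 monomer (human). Medium: Calcium-containing HEPES buffer, pH 7.2. Probe or stimulus: labelled myosin peptide probe, 5 nM. Compound dosing: one concentration per compound. Timing: polarization read 5 min after assay mix addition, stable 5–60 min. Benchmarks: DMSO as neutral control, TFP as positive control.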
Cneo AK release = Cryptococcus neoformans lysis via adenylate kinase release; lysis activity, % at 15 µM; AID 651654; C. neoformans lysis, adenylate kinase release luminescence, 4 h; normalised: neutral wells 0, clomiphene wells 100; hit rate 0.2% among 360,000;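 active = mean lysis activity across replicates of at least 80%, whatever share of replicates individually reach that level; inactive = mean lysis activity below 80%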
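Material – Cryptococcus neoformans yeast cells · Quantity – 5 × 10^6 yeast cells/mL · Buffer or medium – YPD medium · Compound – single dose · Timing – 4 h static compound exposure, 37 °C, read 1 h post-reagent · Signal – adenylate kinase release luminescence · Read-out basis – lysis from increased AK signal · Benchmarks – Clomiphene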
ERAP1 HTS inh = ERAP1 (human) enzyme inhibition | Q9NZ08 | recombinant ERAP1, Leu-AMC fluorescence, 60 min | inhibition, % at 10.7 µM | hit rate 0.15% among 340,000 | AID 652197;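 active = mean replicate inhibition of at least 30%, or all replicates individually reaching that 30% level; inactive = mean below 30% and not every replicate reaching it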;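 also: 0% = neutral control wells and 100% = L-leucinethiol positive control wells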
XiGFP reactiv = X-chromosome reactivation activator. activation, % at 7.58 µM. hit rate 0.055% among 360,000. AID 743238. XiGFP mouse fibroblasts, % GFP-positive cells imaging, 3 d; cells co-treated with 5-aza-dC sensitizer; scaled so ellipticine positive control = 100%;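 active = mean normalized replicate activation at least 10% and every replicate at or above 10%; inconclusive = only one of the two criteria met; inactive = mean below 10% and not all replicates reach 10%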;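 also: 0% = median of on-plate neutral control wells and 100% = ellipticine 6 µM median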
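System: 68-5-11 XiGFP fibroblast line; Timing: 3 days compound exposure; Compound dosing: one concentration, pinned; Benchmarks: positive control ellipticine, 6 µM final; Buffer or medium: DMEM containing 5-aza-dC.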
PGC1a acetyl inh = lowers PGC1a acetylation signal in U2OS cells. AlphaScreen anti-acetyl-lysine; with virally co-expressed GCN5 acetyltransferase. inhibition, % at 15.6 µM. hit rate 0.17% among 350,000;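 active = every replicate shows inhibition of at least 40%; inconclusive = mean inhibition at least 40% but some replicate below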;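 also: 0% = neutral control wells and 100% = positive control wells; some results beyond the cut were filed as inactive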
An asterisk follows results filed as active; ? = inconclusive; . = not tested or not shown; & = joins results of further samples. This is a subset; the hit share may differ from the screen's.

Fields: LGR2 antag, SIRT5 block, Statin myotox sup, S100A4 inh HTS, Cneo AK release, ERAP1 HTS inh, XiGFP reactiv, PGC1a acetyl inh
C[C@@H]1CCCCO[C@@H](CN(C)Cc2ccncc2)[C@H](C)CN([C@@H](C)CO)C(=O)c2cc(NC(=O)CCC(F)(F)F)ccc2O1
    12, -6, 21, -21, -1, 3, 0.7, 29
CC1(C)OC(=O)C(=CNCCc2ccc(O)cc2)C(=O)O1
    10, -4, -2, -2, 4, 3, 0.0, 13
Cc1cccc(NC(=O)NCC(c2ccc(F)cc2)N2CCN(C)CC2)c1 (configuration not stated)
    -6, 0, -12, -3, 0, -1, 0.0, -1
C[C@H]1CN([C@@H](C)CO)C(=O)c2cccc(NC(=O)Nc3ccc4c(c3)OCO4)c2O[C@@H]1CN(C)C(=O)Nc1ccc(C(F)(F)F)cc1
    -8, 5, ., 4, -2, 2, 0.0, 3
COc1cc(OC)c(C(=O)/C=C/c2ccccc2)c(O)c1O
    -4, -2, 13, 35, 0, 0, ., 8
NC(=O)C1CCN(C(=O)c2ccc(NC3=NC4CS(=O)(=O)CC4S3)cc2)CC1 (configuration not stated)
    12, 0, 10, 0, -1, 3, 0.2, 3
CNC(=O)C[C@@H]1CC[C@@H]2[C@@H](COc3ccc(NC(=O)Nc4ccc(C)cc4)cc3C(=O)N2C)O1
    -4, 2, -10, -22, 4, 5, 0.4, -10
Nc1nc(N)nc(-c2cc([N+](=O)[O-])ccc2O)n1
    21, ., 10, -14, -1, 5, 0.1, 1
O=C(Nc1cccc(F)c1)c1cc(S(=O)(=O)NCCC2=CCCCC2)ccc1F
    15, ., ., ., 1, ., -0.4, -5
CC(C)NC(=O)CSc1nc(N)c(NC(=O)c2ccccc2F)c(=O)[nH]1
    12, -9, ., 1, ., 2, -0.2, 10
C/C=C/c1ccc([C@H]2[C@@H](CO)N(CC3CC3)C23CN(S(=O)(=O)CC)C3)cc1
    -6, 13, ., -7, ., -1, 0.3, .
CC(C)(C)c1ccc(C(=O)Nc2ccc(CN3CCS(=O)(=O)CC3)cc2)cc1
    13, 0, -27, 0, ., 2, 0.0, 6
O=C(c1ccc(Cl)c(S(=O)(=O)N2CCOCC2)c1)N(c1ccccn1)C1CCCCC1
    -1, 10, 6, 0, 0, -2, -0.1, -10
Cc1noc(C)c1S(=O)(=O)Nc1ccc(O)c2c(=O)cc(-c3ccccc3Cl)oc12
    -1, 2, 0, -7, 1, 6, 0.0, .
Cc1ccc(S(=O)(=O)N(C)CCN(C)S(=O)(=O)c2ccc(C)cc2)cc1
    -4, ., -1, -2, ., -1, 0.0, -9
COc1cc(/C=N/Nc2nncn2/N=C/c2ccc(O)c(OC)c2)ccc1O
    33, 2, ., -1, ., 1, 0.0, 27
C[C@H]1CN(C2CCCCC2)C(=O)[C@@H]1CC(=O)NCc1ccccc1
    -2, -1, 1, 4, 5, 1, 0.1, .
COc1ccc(CCN(Cc2cc3ccc(C)cc3n3nnnc23)C(C)=O)cc1OC
    -23, 26*, ., -1, ., -14, 0.0, .
Cc1ccc(NC(=O)CNC(=O)c2cccc(Cl)c2)nc1
    -23, -4, -84, -2, ., 2, 0.2, .
COc1ccc2c(CC(=O)NC(Cc3ccc(Cl)cc3)C(=O)O)cc(=O)oc2c1C (configuration not stated)
    9, -33, 32, -8, 1, 7, 0.3, 1
C[C@@H]1CCCCO[C@H](CN(C)C(=O)NC2CCCCC2)[C@H](C)CN([C@@H](C)CO)C(=O)c2cc(NC(=O)Cc3ccccc3)ccc2O1
    0, 6, ., 3, 1, 2, 0.1, 15
O=C(C1CC(=O)N(c2ccc(Br)cc2)C1)N1CCCC1 (configuration not stated)
    -11, 0, -7, 6, 3, 2, 0.2, 0
CC(=O)N1CCCc2ccc(NS(=O)(=O)c3ccc(C)cc3)cc21
    2, -1, 16, -3, 1, 0, 0.0, .
CN(C)C(=O)C[C@H]1CC[C@@H]2[C@@H](COc3ccc(NS(=O)(=O)c4cccc(F)c4)cc3C(=O)N2C)O1
    -6, -9, 19, -3, -4, -1, 0.2, -1
C[C@H](CO)N1C[C@H](C)[C@H](CN(C)S(=O)(=O)c2ccc(F)cc2)Oc2ncc(-c3cccc(C(=O)N(C)C)c3)cc2C1=O
    -2, -3, -22, 7, -5, 0, -0.1, ?
O=[N+]([O-])c1ccc(-c2ncc(-c3ccc(Br)cc3)o2)cc1
    -23, -84, ., 2, ., ., 0.3, 6
O=C(O)C(c1ccccc1)N1C(=O)/C(=C\c2ccc(-c3ccccc3Cl)o2)SC1=S (configuration not stated)
    -1, 33*, -1, -1, 0, 4, -0.1, .
O=[N+]([O-])c1ccc(-c2c(O)c3ccccc3c3nc4ccccc4nc23)cc1
    1, -4, ., -1, ., -2, 0.0, .
N/C(=N\OC(=O)/C=C/c1ccccc1Cl)c1cccnc1
    7, 2, ., 1, -4, ., 0.0, -2
Cc1cccc(N2CC(C(=O)Nc3cccc(S(=O)(=O)N4CCCCC4)c3)CC2=O)c1C (configuration not stated)
    11, 2, -9, -1, -1, -6, -0.1, -12
COc1cc(/C=N/NC(=O)c2ccc(F)cc2)ccc1OC(=O)c1ccco1
    -64, -4, ., -7, ., 0, 0.0, .
C[C@H]1CN([C@@H](C)CO)C(=O)Cc2cc(NC(=O)Nc3ccc(C(F)(F)F)cc3)ccc2O[C@@H]1CN(C)S(C)(=O)=O
    28, ., 37, 5, 58, 0, 0.3, -7
O=C(Nc1ccsc1C(=O)O)c1ccc(Cl)cc1
    -51, -2, -4, 5, -47, -1, 0.0, .
CN(CCN1CCc2ccccc2C1)Cc1nc(Cc2ccccc2F)no1
    9, -5, -6, 2, 0, -4, 0.0, 0
CCCN1C[C@H](C)[C@H](OC)CN(C)C(=O)c2ccc(NC(=O)C3CC3)cc2OC[C@H]1C
    -9, 1, 2, -2, 0, 1, -0.6, 4
Cc1ccc(NS(=O)(=O)c2cc(C(=O)N3CCOCC3)ccc2C)cc1
    1, -2, -4, 9, 1, -5, ., -4
O=C(C1CCCCC1)N1CC(=O)N2[C@H](C1)[C@@H](c1ccc(Br)cc1)[C@@H]2CO
    -1, 1, ., 0, ., 0, 0.1, -2
COc1ccc(NC(=O)CN(C)C(=O)COc2ccccc2Cc2ccccc2)cc1
    11, -3, -5, -2, -5, 1, -0.1, 9
Cc1noc(C)c1S(=O)(=O)Nc1ccc2c(c1)C(=O)N([C@@H](C)CO)C[C@H](C)[C@H](CN(C)C(=O)NC(C)C)OCCCC[C@H](C)O2
    9, -4, ., 13, -4, 0, 0.0, 17
O=C(N[C@H]1CC[C@H](CC(=O)N2CCOCC2)O[C@@H]1CO)c1ccc2c(c1)OCO2
    22, -4, 1, -12, -3, 1, -0.8, -9

Continued, starting with the last 6 of the part before.
Fields: LGR2 antag, SIRT5 block, Statin myotox sup, S100A4 inh HTS, Cneo AK release, ERAP1 HTS inh, XiGFP reactiv, PGC1a acetyl inh
CCCN1C[C@H](C)[C@H](OC)CN(C)C(=O)c2ccc(NC(=O)C3CC3)cc2OC[C@H]1C
    -9, 1, 2, -2, 0, 1, -0.6, 4
Cc1ccc(NS(=O)(=O)c2cc(C(=O)N3CCOCC3)ccc2C)cc1
    1, -2, -4, 9, 1, -5, ., -4
O=C(C1CCCCC1)N1CC(=O)N2[C@H](C1)[C@@H](c1ccc(Br)cc1)[C@@H]2CO
    -1, 1, ., 0, ., 0, 0.1, -2
COc1ccc(NC(=O)CN(C)C(=O)COc2ccccc2Cc2ccccc2)cc1
    11, -3, -5, -2, -5, 1, -0.1, 9
Cc1noc(C)c1S(=O)(=O)Nc1ccc2c(c1)C(=O)N([C@@H](C)CO)C[C@H](C)[C@H](CN(C)C(=O)NC(C)C)OCCCC[C@H](C)O2
    9, -4, ., 13, -4, 0, 0.0, 17
O=C(N[C@H]1CC[C@H](CC(=O)N2CCOCC2)O[C@@H]1CO)c1ccc2c(c1)OCO2
    22, -4, 1, -12, -3, 1, -0.8, -9
COc1ccc(Cc2c(-c3ccccc3)nc3ccc(C)cn23)c(C)c1
    -44, -2, ., -2, ., -2, -0.1, .
C[C@@H]1CC2=C(C(=O)OC(C)(C)O2)[C@H](c2ccc(Cl)cc2)O1
    0, -7, ., -1, ., 1, 0.0, .
Cc1noc(C)c1S(=O)(=O)Nc1ccc2c(c1)C(=O)N([C@@H](C)CO)C[C@@H](C)[C@@H](CN(C)C(=O)CCCN(C)C)OCCCC[C@@H](C)O2
    -9, ., ., ., -13, ., 0.0, 7
COc1cccc(-c2nc(CS(=O)(=O)CC(=O)N3CCN(C4CCCCC4)CC3)c(C)o2)c1
    4, 0, 0, 0, 0, 3, 0.2, 6
C[C@@H]1CN([C@H](C)CO)S(=O)(=O)c2ccc(C3=CCCCC3)cc2O[C@@H]1CN(C)C(=O)CC1CC1
    9, 6, ., 9, 11, 3, -0.7, -4
Cc1cccc(C)c1-n1nnnc1C1(C)CCC(=O)N1CC(F)(F)F (configuration not stated)
    -15, ., ., 8, ., 13, -0.1, .
CCc1ccc(Nc2nnc(SCC(=O)Nc3ccc(C(=O)O)cc3)s2)cc1
    29, 0, ., -5, -8, -6, -0.1, ?
CN(CCc1ccccn1)C(=S)Nc1ccc(Cl)c(Cl)c1
    7, 1, ., -7, ., -2, 0.0, -6
CCc1nc2c(OCC(N)=O)cccn2c1N(C)C(=O)c1cccs1
    12, -4, 8, -3, 1, 7, 0.0, -4
Cn1nnnc1SCC1=C(C(=O)O)N2C(=O)[C@@H](NC(=O)[C@H](O)c3ccccc3)[C@H]2SC1
    ., ., 6, 20, 0, ., ., 8
COc1ccccc1NC(=O)N1CC(=O)N2[C@@H](CO)[C@H](c3ccc(C#CC(C)C)cc3)[C@@H]2C1
    9, -1, ., 11, ., 3, 0.1, 2
Cc1noc(C)c1S(=O)(=O)N(C)C[C@H]1OCc2cnnn2CCCC(=O)N([C@H](C)CO)C[C@H]1C
    0, -4&-5, 0&-1, -2&4, 0&0, 0&0, 0.2&0.0, 3
Cc1ccc(C2(C)NC(=O)N(CC(=O)Nc3cc(S(=O)(=O)N4CCOCC4)ccc3OC(C)C)C2=O)cc1 (configuration not stated)
    -16, -1, 5, -2, 0, -2, 0.2, -6
Cc1ccc(C(O)P(=O)(OC(C)C)c2ccc(N(C)C)cc2)cc1 (configuration not stated)
    -4, -2, ., 1, 0, 2, 0.2, -1
CC(NC(=O)N1CCOCC1)c1ccccc1 (configuration not stated)
    5, -3, 14, -17, 0, -7, -0.1, .

Rewritten field by field: two of the compounds above.
CCCN1C[C@H](C)[C@H](OC)CN(C)C(=O)c2ccc(NC(=O)C3CC3)cc2OC[C@H]1C
  LGR2 antag: -9
  SIRT5 block: 1
  Statin myotox sup: 2
  S100A4 inh HTS: -2
  Cneo AK release: 0
  ERAP1 HTS inh: 1
  XiGFP reactiv: -0.6
  PGC1a acetyl inh: 4

Cc1ccc(NS(=O)(=O)c2cc(C(=O)N3CCOCC3)ccc2C)cc1
  LGR2 antag: 1
  SIRT5 block: -2
  Statin myotox sup: -4
  S100A4 inh HTS: 9
  Cneo AK release: 1
  ERAP1 HTS inh: -5
  XiGFP reactiv: .
  PGC1a acetyl inh: -4
